Cdc42 wt GTP: changes GTP binding to wildtype human Cdc42; actives 0.2% (n = 190,000); P60953; AID 761; GST-Cdc42 beads, Bodipy-GTP binding, flow cytometry; actives lie on both sides; percent activity (GTP binding), % at 10 µM;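 active = percent activity GTP binding at least 20 points away from the 100% baseline, either down as inhibitor or up as activator; inconclusive = compound flagged as likely green fluorescent from well-wide comparison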;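 note: median bead fluorescence of bound Bodipy-FL-GTP at 100 nM; 0% = excess unlabeled GTP control and 100% = no compound control; below 100% means less GTP binding so inhibitor and above means activator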
Target sequence (P60953 whole entry, looked up): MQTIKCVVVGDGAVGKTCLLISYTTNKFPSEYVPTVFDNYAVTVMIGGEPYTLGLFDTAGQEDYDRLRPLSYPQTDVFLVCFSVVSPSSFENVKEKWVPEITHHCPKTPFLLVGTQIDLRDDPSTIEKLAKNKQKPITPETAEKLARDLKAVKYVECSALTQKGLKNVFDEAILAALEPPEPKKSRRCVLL
GSH fluor: GSH bead compound fluorescence profile. AID 1776. actives 0.25% (n = 190,000). GSH beads flow cytometry, compound fluorescence 488/530 nm; stronger effect = higher value. fluorescence (KMESF) at 10 µM; in the data active = fluorescence above about 89;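 note: glutathione beads carrying GST-tagged Bcl family fusion proteins plus one bare bead set; values are compound well signal with DMSO vehicle wells as background; inactives centre near 16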
Rac1 wt GTP bind: modulators of human Rac1 wildtype GTP binding | GST-Rac1 beads, fluorescent GTP binding, flow cytometry; actives lie on both sides; 0 = cold GTP competed, 100 = untreated | P63000 | actives 0.27% (n = 190,000) | GTP binding activity (% of control), % at 10 µM;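 active = GTP binding activity at least 20 points away from the 100% control level, either lower or higher; inconclusive = compound flagged as likely green fluorescent, judged across all proteins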
Rac1 act GTP bind: human Rac1 activated mutant GTP binding change. AID 764. percent activity (GTP binding), % at 10 µM. P63000. actives 0.11% (n = 190,000). GST-Rac1 activated beads, fluorescent GTP binding, flow cytometry; actives lie on both sides; 100% means binding = to untreated wells;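 active = GTP binding at least 20 percentage points away from the 100% baseline, in either direction, so actives lie on both sides; inconclusive = Compound likely fluorescent itself, or too few beads counted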
Rab7 wt modul: modulators of GTP binding to dog Rab7 wildtype GTPase; GST-Rab7 beads, fluorescent GTP binding, flow cytometry; actives lie on both sides; untreated = 100%, excess cold GTP = 0%; GTP binding activity (percent of control), % at 10 µM; actives 0.055% (n = 190,000); AID 758;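 active = fluorescent GTP binding to Rab7 beads changed by at least 20 points from the 100% baseline, either direction, mostly lower; inconclusive = compound itself probably fluorescent, or too few beads counted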;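 note: median green fluorescence of bound Bodipy-FL-GTP per Rab7 bead population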
Mcl1-Noxa inh: Mcl-1/Noxa interaction inhibition; Q07820; TR-FRET Mcl-1/Noxa peptide binding, 2 h; inhibition, % at 21.7 µM; actives 1.5% (n = 220,000);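 active = compounds that cut the protein-peptide binding signal by more than 50% relative to plate controls in a single-dose test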;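 note: His-tagged Mcl-1 with rhodamine Noxa BH3 peptide and terbium anti-His antibody; 0% = Mcl-1 plus Noxa peptide wells and 100% = peptide-only wells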
Target sequence (Q07820 whole entry, looked up): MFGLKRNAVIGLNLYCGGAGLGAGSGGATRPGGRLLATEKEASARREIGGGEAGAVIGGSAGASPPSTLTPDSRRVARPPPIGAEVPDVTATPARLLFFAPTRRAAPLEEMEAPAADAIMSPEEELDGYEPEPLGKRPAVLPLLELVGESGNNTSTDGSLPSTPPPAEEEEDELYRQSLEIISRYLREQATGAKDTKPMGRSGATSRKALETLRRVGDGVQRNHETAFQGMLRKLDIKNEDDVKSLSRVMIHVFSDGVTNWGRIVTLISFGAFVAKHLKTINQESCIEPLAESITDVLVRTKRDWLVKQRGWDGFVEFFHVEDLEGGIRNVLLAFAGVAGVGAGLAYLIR
Mcl1-Bid inh: disrupts binding of human Mcl-1 to Bid peptide; TR-FRET Mcl-1/Bid-Dy647 peptide binding, 1536-well; inhibition, % at 21.7 µM; actives 0.97% (n = 220,000);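 active = compounds that cut the binding signal by more than half at the single screening dose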;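 note: His-tagged Mcl-1 with europium anti-His antibody binding Bid BH3 peptide; 0% = Mcl-1 plus peptide wells and 100% = peptide-only wells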
Rab2 wt GTP: changes GTP binding to wildtype dog Rab2A, up or down | P61105 | GST-Rab2 wt beads, Bodipy-GTP binding, flow cytometry | GTP binding activity, % at 10 µM | actives 0.19% (n = 190,000) | AID 760;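 active = GTP binding activity at least 20 points away from 100%, either lowered or raised; inconclusive = signal likely due to the compound's own green fluorescence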;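 note: 0% = beads with excess unlabeled GTP and 100% = no-compound control corrected for plate trend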
Pf gametocyte: kills late stage P. falciparum gametocytes; P. falciparum stage V gametocytes, ATP luminescence, 24 h; inhibition, % at 10.9 µM; actives 0.065% (n = 150,000);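 active = inhibition above the mean plus 3 SD of compounds within the control limits, set per campaign, cut at about 38% in these data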;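 note: 0% = DMSO wells and 100% = medium only without gametocytes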
HRas wt GTP: modulators of GTP binding to human HRas wildtype | actives 0.14% (n = 190,000) | P01112 | GST-Ras wt beads, Bodipy-FL-GTP binding, flow cytometry; actives lie on both sides | GTP binding activity, % at 10 µM;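 active = GTP binding activity at least 20% away from the 100% baseline, either lowered as inhibitor or raised as activator; inconclusive = flagged as likely green fluorescent, judged across all proteins in the well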;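 note: 0% = unlabeled GTP competition control and 100% = no-compound control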
Target sequence (P01112 whole entry, looked up): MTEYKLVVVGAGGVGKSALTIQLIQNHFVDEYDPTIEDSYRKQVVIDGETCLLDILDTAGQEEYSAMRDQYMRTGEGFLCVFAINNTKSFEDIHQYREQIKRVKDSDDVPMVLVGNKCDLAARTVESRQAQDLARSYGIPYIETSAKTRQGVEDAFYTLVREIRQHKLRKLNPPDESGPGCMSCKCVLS
Avidin bead fluor: compound fluoresces at 488/530 nm on avidin beads; compound fluorescence 488/530 nm, flow cytometry; stronger effect = higher value; fluorescence (KMESF) at 10 µM; actives 0.38% (n = 220,000); in the data active = fluorescence above about 47; note: inactives centre near 10
* hit, by the source's call; ? = inconclusive; . = not tested or not shown.

SMILES	Cdc42 wt GTP	GSH fluor	Rac1 wt GTP bind	Rac1 act GTP bind	Rab7 wt modul	Mcl1-Noxa inh	Mcl1-Bid inh	Rab2 wt GTP	Pf gametocyte	HRas wt GTP	Avidin bead fluor
O=C(NN1C(=O)C2C3C=CC(O3)C2C1=O)c1ccccc1 (stereo not given)	101	69	101	99	98	4	-14	100	4	98	10
COc1cccc(NC(=S)N(Cc2cccc(Br)c2)CC2CCC(C(=O)O)CC2)c1 (stereo not given)	97	15	97	95	101	0	-78	101	-11	97	6
CSCCC(N=CC1=C(O)CC(C)(C)CC1=O)C(=O)O (stereo not given)	99	29	105	99	102	2	-7	101	14	103	16
COc1cccc2c(Cl)c(CCCl)c(C)nc12	96	10	94	95	94	4	4	94	-19	95	8
CCC(=O)c1ccc(OCc2ccc(C(=O)c3ccccc3)cc2)cc1	92	18	95	92	105	-17	-29	93	-5	95	9
c1ccc(NC2=Nc3cccc4cccc2c34)cc1	94	13	95	95	96	19	-29	95	.	96	10
COc1ccc(N2C(=O)c3ccc(NC(C)=O)cc3C2=O)cc1	97	48	96	97	95	6	-35	96	.	96	.
C/C(=N\NC(=O)c1ccn(C)n1)c1ccc(NC(=O)C2CCCC2)cc1	106	16	108	103	102	10	-21	103	.	105	14
CCCC(=O)Nc1ccc2c(c1)nc(CN1CCN(C(C)=O)CC1)n2C	107	23	103	102	98	7	-21	106	3	105	9
CC(=O)c1ccc(NC(=O)C2CCCN2S(=O)(=O)c2ccc(F)cc2)cc1 (stereo not given)	102	20	104	100	103	13	-16	102	.	103	8
COc1ccc(-n2nc3cc(C)c(NC(=O)c4cccnc4)cc3n2)cc1	102	18	101	99	96	-8	5	98	.	99	36
COc1ccc(-n2c(Cc3cc(=O)[nH]c(=O)[nH]3)nnc2SCC(=O)N2CCC(C)CC2)cc1	99	27	100	98	99	0	-10	98	.	99	7
COc1ccc(CNc2nc(-c3cccnc3)nn2C(=O)C(C)C)cc1	98	20	97	97	106	22	-18	101	6	100	10
O=S1(=O)CCC(NC(=S)N2CCCCC2)C1 (stereo not given)	103	11	104	101	104	-4	-61	102	-10	103	3
Cc1ccccc1C(=O)NNC(=O)C12CC3CC(CC(C3)C1)C2	99	9	101	96	98	-16	-12	98	-20	98	9
FC(F)Sc1ccc(N=C2NN=C(c3ccc4c(c3)OCCO4)CS2)cc1	98	31	100	98	101	-9	-61	99	12	100	16
Cc1cccc(-c2nc3ccccc3c(=O)n2NC(=O)/C=C/c2ccc([N+](=O)[O-])cc2)c1	104	22	103	99	100	-5	-6	100	1	101	11
Nn1c(CSc2ccccn2)nc2ccccc2c1=O	102	34	105	99	101	-18	-57	100	.	101	6
Cc1cc(NC(=O)C(C)C)ncc1NC(=O)c1ccccn1	94	18	96	94	93	-1	-13	94	7	94	12
Cc1ccc(NC(=O)OCCNC(=O)OC(C)C)cc1	95	22	98	94	99	-11	-16	97	1	97	5
CCOC(=O)C1CCCN(C(=O)c2cn(C)c(=O)c3cc(OC)c(OC)cc23)C1 (stereo not given)	100	18	100	96	95	8	-6	96	-15	96	22
O=C1c2cccnc2Nc2ccccc2N1CCCF	99	22	101	96	99	9	-11	96	-17	101	23
CCCOc1cccc(C(=O)N(Cc2cccs2)C2CCS(=O)(=O)C2)c1 (stereo not given)	101	27	105	96	99	4	3	96	.	101	12
O=C(O)/C=C/c1ccc2noc(-c3ccccc3)c2c1	93	9	93	93	103	8	-24	94	26	93	9
CCOC(=O)N1CCC(NC(=O)c2cnn3ccccc23)CC1	103	21	108	101	98	-1	-18	101	.	104	8
New compounds follow
SMILES	Cdc42 wt GTP	GSH fluor	Rac1 wt GTP bind	Rac1 act GTP bind	Rab7 wt modul	Mcl1-Noxa inh	Mcl1-Bid inh	Rab2 wt GTP	Pf gametocyte	HRas wt GTP	Avidin bead fluor
Cc1cccc(Cc2c(C)nc3nc(SCC(=O)NCc4ccco4)nn3c2C)c1	99	8	99	94	99	-6	-17	96	.	101	9
CC(C)CCn1cnc2c(sc3nc4c(cc32)CSC(C)(C)C4)c1=O	99	11	99	96	103	-3	-17	100	3	99	5
O=C(NCc1ccc2c(c1)OCO2)C1CC(=O)N(CCc2ccccc2)C1 (stereo not given)	101	23	104	100	99	3	-17	102	.	100	7
C=CCn1c(CNc2ccccc2)nnc1SCC(=O)N/N=C/c1ccc(O)cc1O	?	7	?	?	?	-29	-98	?	-29	?	12
CC1(C)CC2(C)Nc3ccccc3N2C(=S)N1 (stereo not given)	100	11	103	100	98	9	-11	102	-7	101	3
O=C(OCC(=O)c1cccs1)c1ccc(NC(=O)c2ccco2)cc1	105	20	107	98	98	26	2	99	2	101	30
COc1ccc(OC)c(NC(=O)CS(=O)(=O)c2ccccc2)c1	101	42	103	100	103	-2	8	102	1	101	4
O=C(CCN1C(=O)c2ccccc2C1=O)Nc1cccnc1	100	15	105	101	104	-18	-4	101	-12	101	7
COC(=O)\C(C(C)=O)=C(/C=C/C=C/C=C/N(C)C)N(C)C	104	20	103	100	99	22	-112	105	-33	104	9
CCN/N=C(\Cc1nc2ccccc2[nH]1)c1ccccc1	94	10	98	95	104	-27	-62	98	-29	100	11
C=C(C)C1CC=C(C)/C(=N/NC(=O)c2cccs2)C1 (stereo not given)	102	8	99	98	102	11	-34	97	.	101	12
Cc1sc2nc(SCc3nc(-c4ccccc4)no3)n(-c3ccccc3)c(=O)c2c1C	100	18	101	94	94	31	21	98	.	100	.
CS(=O)(=O)n1nc(-c2ccc(Cl)cc2)nc1SCc1ccccc1	99	14	99	97	101	-8	3	98	-24	100	8
Cc1ccc(/C=C2\SC(=S)N(c3c(C)n(C)n(-c4ccccc4)c3=O)C2=O)cc1	101	8	104	98	100	1	-24	98	.	100	6
CC(=O)c1c(OCC(=O)O)ccc2c(C)cc(=O)oc12	99	51	96	95	95	9	-11	95	.	97	8
COc1ccc2c(OC)c3ccoc3nc2c1OC	96	15	99	96	102	24	12	94	.	97	14
S=C(NCCc1ccccn1)Nc1cccc(Cl)c1	102	9	104	100	99	24	-22	100	-15	102	7
C=CCN1C(=O)/C(=C\c2cc(Br)c(OCc3ccccn3)c(OC)c2)SC1=S	98	20	96	95	103	10	-6	98	-21	97	9
COc1ccc(Nc2nc(N)nc(CN3CCc4ccccc4C3)n2)cc1	97	18	95	96	96	17	-36	95	.	97	7
COc1ccc(/C=N/NC(=O)CSCc2ccc([N+](=O)[O-])cc2)cc1OC	105	15	103	101	99	9	-12	99	4	100	14
Cc1ccccc1C(=O)O/N=C1\CCS(=O)(=O)c2sccc21	102	15	105	102	101	-6	-32	101	-15	100	9
C=CCN(CC=C)S(=O)(=O)c1ccc(NC(=S)NC(=O)Cc2ccc(OC)cc2)cc1	102	4	104	99	99	5	-25	99	-2	101	7
Cc1nnc(SCC(=O)Nc2ncc(Cc3ccc(F)cc3)s2)n1N	98	28	100	99	100	13	-17	100	22	100	21
CCOC(=O)c1c(C)oc2cc(Br)c(OC)cc12	99	13	99	96	100	1	-10	96	-7	99	37
CN(C)S(=O)(=O)c1ccc2nnn(OCC(=O)NC34CC5CC(CC(C5)C3)C4)c2c1	102	15	103	99	98	12	5	97	.	98	23
(cont.)
SMILES	Cdc42 wt GTP	GSH fluor	Rac1 wt GTP bind	Rac1 act GTP bind	Rab7 wt modul	Mcl1-Noxa inh	Mcl1-Bid inh	Rab2 wt GTP	Pf gametocyte	HRas wt GTP	Avidin bead fluor
Cc1ccc(/C=C2/SC(=O)NC2=S)o1	89	11	95	89	97	77*	-55	91	.	90	9
CCn1cc(C(=O)NC(C)C23CC4CC(CC(C4)C2)C3)cn1 (stereo not given)	103	12	105	100	99	16	-9	97	-14	99	16
COc1ccc(NC(=O)c2cc3nc(-c4ccccc4)cc(-c4ccccc4)n3n2)c(OC)c1	102	33	108	99	105	-11	-3	102	.	101	12
O=C(Cn1nnc(-c2cc(Cl)ccc2-n2cnnn2)n1)N1CCCc2ccccc21	99	54	99	95	101	8	-17	100	.	100	11
O=C(CSc1nc2ccccc2c(=O)n1CCCN1CCOCC1)NC12CC3CC(CC(C3)C1)C2	96	11	100	99	96	13	-18	96	-11	97	13
COc1ccc(CN(CC2CCC(C(=O)O)CC2)C(=S)Nc2ccc(C)c(Cl)c2)cc1 (stereo not given)	97	19	101	96	102	11	-20	95	-5	97	10
C=CCn1c(C)cc(C(=O)COC(=O)CNC(=O)c2ccccc2)c1C	99	29	105	97	95	28	-14	94	-4	96	10
CC1(C)CC(=O)C2=C(C1)N=C1SCCC(=O)N1C2c1ccccc1 (stereo not given)	98	59	103	95	100	4	-12	98	-6	104	7
CCOC(=O)c1[nH]c2ccc(OC)cc2c1NC(=S)N1CCN(C(=O)OCC)CC1	99	12	99	97	94	16	-63	96	9	97	13
O=C(NC1CCCC1)C(NS(=O)(=O)c1ccc(Br)s1)c1ccccc1 (stereo not given)	95	11	97	95	96	7	1	95	.	96	4
COC(=O)C1=C(C)Nc2c(c(=O)n(C)c(=O)n2C)C1c1cccs1 (stereo not given)	102	5	105	98	103	-17	-31	100	.	101	11
O=C(NCCN1CCOCC1)C1CCC(CNS(=O)(=O)c2ccccc2)CC1 (stereo not given)	110	25	109	103	104	15	-1	105	.	105	10
CC(=O)Nc1cccc(-c2cn3ccc(C)cc3n2)c1	96	12	102	96	97	-5	-39	97	6	96	20
CN(C)C(CNC(=S)Nc1ccc(Cl)cc1)c1cccnc1 (stereo not given)	95	11	90	94	95	-3	-29	97	5	96	9
CC(=O)c1ccc(N2CCN(C(=O)c3cc(-c4ccc5c(c4)OCO5)nc4ccccc34)CC2)cc1	105	28	107	100	101	-6	-9	104	-42	103	11
CCCCOC(=O)Cc1c(O)c2ccccc2[nH]c1=O	91	13	92	91	92	8	-23	93	29	93	22
NC(=O)c1ccccc1NC(=O)Nc1ccc(F)c(Cl)c1	96	21	97	96	97	1	7	96	-37	98	10
Cc1ccc(CSc2nnc(C)c(=O)n2N)cc1	98	16	101	98	101	-24	-28	95	-3	98	15
Nc1cc[n+](CC(=O)c2ccc3c(c2)OCCO3)cc1	99	7	102	101	98	8	-50	104	8	100	6
COc1ccc(NC(=O)c2cc3c(=O)n4ccccc4nc3n2C)c(OC)c1	102	18	108	98	100	1	-15	100	10	101	10
O=C(CSc1nc2c(c(=O)n1-c1ccccc1)SCC2)N1CCOCC1	106	25	108	104	101	8	-7	105	.	104	7
Cc1c(Cl)cccc1NC(=O)CN1CCN(CCN=CC2=C(O)CC(c3ccccc3)CC2=O)CC1 (stereo not given)	104	18	102	99	105	9	-14	102	-2	100	10

Screening data as filed in PubChem BioAssay.
